PLCb3 inh: blocks human PLC-beta3 enzyme activity | Q01970 | Purified PLC-beta3, fluorogenic substrate, fluorescence | inhibition, % at 12.2 µM | actives 0.18% (n = 370,000) | AID 720704; in the data active = inhibition above about 11%;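 note: 0% = median of compound wells on plate and 100% = full blocker control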
ASAP1 inh: ASAP1 ArfGAP inhibition; AID 624377; Q9ULH1; inhibition, % at 16.5 µM; actives 0.19% (n = 360,000); ASAP1-stimulated ARF1 GTP hydrolysis, GDP FP detection; in the data active = inhibition above about 25%;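 note: 0% = vehicle with enzyme and substrate and 100% = no enzyme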
Target sequence (Q9ULH1 325-724 limits assumed): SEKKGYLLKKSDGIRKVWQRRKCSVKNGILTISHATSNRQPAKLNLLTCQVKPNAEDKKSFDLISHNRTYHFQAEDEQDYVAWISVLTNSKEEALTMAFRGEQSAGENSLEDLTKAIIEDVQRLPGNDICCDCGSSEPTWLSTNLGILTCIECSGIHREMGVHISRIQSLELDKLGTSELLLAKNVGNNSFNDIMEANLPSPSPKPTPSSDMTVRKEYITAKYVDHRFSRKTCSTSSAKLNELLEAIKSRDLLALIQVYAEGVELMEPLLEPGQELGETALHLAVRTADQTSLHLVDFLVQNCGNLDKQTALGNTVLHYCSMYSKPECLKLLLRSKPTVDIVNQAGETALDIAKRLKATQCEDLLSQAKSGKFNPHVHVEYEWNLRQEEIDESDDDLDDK
SIAE inh: inhibitors of human sialic acid acetylesterase SIAE; SIAE FP-Rh probe binding, fluorescence polarization; inhibition, % at 9.66 µM; actives 0.69% (n = 370,000);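 active = inhibition above a cutoff: mean of compounds within the control limits plus 3 SD of those, cut at about 17% in these data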;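 note: 0% = plate median of compound wells and 100% = probe without SIAE protein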
DDE Tn6 FP inh: DD(E)-Tn6 binding inhibition, primary FP screen. inhibition, % at 8.3 µM. P02675. Fibrin DD(E) TRITC-Tn6 fluorescence polarization displacement. actives 0.21% (n = 370,000);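 active = inhibition above a per-campaign cutoff: mean of compounds within control limits plus 3 SD, cut at about 15% in these data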;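 note: 0% = median of all compound wells on the plate and 100% = blocking peptide control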
ADAM17 inh: inhibitors of human ADAM17; P78536; AID 720648; actives 0.83% (n = 370,000); recombinant ADAM17, EDANS/DABCYL FRET peptide cleavage; inhibition, % at 6.95 µM;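 active = inhibition above the mean of compounds lying between control limits plus 3 SD, set per campaign, cut at about 8.5% in these data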;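 note: 0% = DMSO-only wells as the low control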
Target sequence (P78536 215-824 limits assumed): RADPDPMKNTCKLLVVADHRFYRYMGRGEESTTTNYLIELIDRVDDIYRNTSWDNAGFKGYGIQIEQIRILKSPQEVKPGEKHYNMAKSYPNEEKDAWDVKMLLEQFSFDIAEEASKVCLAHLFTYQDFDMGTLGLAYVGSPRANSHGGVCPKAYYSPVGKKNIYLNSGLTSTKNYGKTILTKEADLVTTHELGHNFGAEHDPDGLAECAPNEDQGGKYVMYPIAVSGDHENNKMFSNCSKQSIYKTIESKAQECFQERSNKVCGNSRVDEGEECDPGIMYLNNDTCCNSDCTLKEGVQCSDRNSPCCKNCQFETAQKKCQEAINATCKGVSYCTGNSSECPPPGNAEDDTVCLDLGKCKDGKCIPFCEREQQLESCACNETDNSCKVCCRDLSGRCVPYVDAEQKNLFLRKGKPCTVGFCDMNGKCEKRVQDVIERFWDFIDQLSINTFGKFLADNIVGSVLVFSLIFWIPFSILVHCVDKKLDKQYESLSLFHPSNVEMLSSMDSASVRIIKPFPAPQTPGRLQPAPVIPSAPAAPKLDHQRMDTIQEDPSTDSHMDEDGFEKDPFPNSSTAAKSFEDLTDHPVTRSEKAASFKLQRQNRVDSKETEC
TDP2 inh: TDP2 (human) inhibition, absorbance primary screen. O95551. recombinant TDP2, T5PNP hydrolysis, p-nitrophenol absorbance 415 nm. inhibition, % at 12.8 µM. actives 0.34% (n = 370,000);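 active = inhibition above the mean of all tested compounds plus 3 SD, set per campaign, cut at about 25% in these data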;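 note: 0% = DMSO with enzyme and 100% = buffer with substrate but no TDP2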
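Evaluation: % inhibition relative to enzyme-containing and enzyme-free wells. Material: recombinant human TDP2. Benchmarks: enzyme-free and DMSO wells. Timing: enzyme reaction with compound for 2 h at 37 °C. Compound dosing: 12.8 µM only. Measured by: p-Nitrophenol epi absorbance. Reagent: T5PNP substrate at 5 mM, a TopII-DNA adduct mimic. Replication: single well per compound.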
ARFGAP1 inhibitor: inhibits rat ARF GTPase activating protein 1; actives 0.26% (n = 360,000); inhibition, % at 16.5 µM; Q62848; AID 651572; Arfgap1-stimulated ARF1 GTP hydrolysis, GDP FP detection;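 active = inhibition above a per-plate limit, mean inhibition of low control wells plus 3 SD, cut at about 25% in these data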;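 note: 0% = DMSO wells with enzyme and 100% = wells lacking Arfgap1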
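Assay system: purified rat His6-Arfgap1 residues 1-136 (GAP domain); Reagent: human Δ17 ARF1 bound to GTP; Dosing: 16.5 µM single point, 1.26% DMSO; Times: GTP hydrolysis reaction 2 h at 25 °C; Signal: FP, GDP Alexa 633 tracer displaced from anti-GDP antibody, 620/688 nm; Measure: % inhibition from polarization.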
ADAM10 inh: ADAM10 inhibition, QFRET primary screen. recombinant ADAM10, EDANS/DABCYL FRET peptide cleavage, 3 h. inhibition, % at 7 µM. actives 0.62% (n = 370,000);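 active = inhibition above a per-campaign cutoff equal to the mean of compounds falling between control-based bounds plus 3 SD, cut at about 20% in these data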;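 note: 0% = DMSO wells while the 100% control is not disclosed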
Tn7 DDE FP: inhibitors of Tn7 peptide binding to human fibrin DD(E); AID 720508; P02675; actives 0.13% (n = 370,000); FP displacement of FITC-Tn7 peptide from fibrin DD(E); 0% = median of compound wells per plate; inhibition, % at 8.3 µM;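 active = inhibition above the mean of compounds falling within the control limits plus 3 SD of them, cut at about 14% in these data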;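 note: 0% = plate median of compound wells and 100% = 10 µM Aha-Tn7 peptide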
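Also added: labelled Tn7 tracer, 0.1 µM; Assay system: human fibrin DD(E) protein; Amount: 2 µM fibrin DD(E); Schedule: 10 min compound pre-incubation, 3 h probe incubation at room temperature; Repeats: one replicate per compound; Read-out basis: percent inhibition; Measured by: fluorescence polarization of the labelled Tn7 tracer.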
PLC-gamma1 inh: PLC-gamma1 (human) inhibition, primary screen; P19174; AID 720700; purified PLC-gamma1, fluorogenic substrate, fluorescence; actives 0.84% (n = 370,000); inhibition, % at 12.2 µM; in the data active = inhibition above about 9.5%
The depositor's hits bear a star; + = active, no number; & = joins results of further samples.

SMILES	PLCb3 inh	ASAP1 inh	SIAE inh	DDE Tn6 FP inh	ADAM17 inh	TDP2 inh	ARFGAP1 inhibitor	ADAM10 inh	Tn7 DDE FP	PLC-gamma1 inh
COC(=O)C1(C(=O)OC)CCCCN(S(=O)(=O)c2ccc(C)cc2)CCC1	-2	9	-3	-5	-4	6	-2	-9	-1	2
O=C(CSc1nc(C2CC2)nc2ccccc12)Nc1cccc(O)c1	-2	0	-3	1	0	2	-4	-3	6	2
COc1c(F)c(F)c(C(=O)Nc2ccccc2N2CCN(C(C)=O)CC2)c(F)c1F	0	-2	-2	1	-2	8	9	2	-3	-2
O=C(CSc1cc(Cl)ccc1Cl)NCC1CCCO1 (stereo not drawn)	6	7	7	-2	0	0	-3	-1	-4	1
CCN(c1ccccc1)S(=O)(=O)c1ccc(NN)nc1	-21	-15	-3	-4	-3	3	4	-4	-3	-15
CCc1ccc(CN(C)C(=O)CCc2nnc(Cc3cccc(C)c3)o2)nc1	-3	-5	5	-1	-5	8	2	-8	6	-1
CCCc1c(-c2ccc(F)cc2)ncn1Cc1ccccc1OC	4	-7	1	1	3	7	8	13	1	6
CC(=O)c1cccc(N(CC(=O)NCCc2ccccc2)C(=O)c2csnn2)c1	-6	6	5	0	-3	4	-2	-1	-1	1
Cc1cc(N2CCCC2)c(F)cc1/C=C\[N+](=O)[O-]	-4	-8	-2	3	0	8	-6	2	-10	-2
COCOCCn1cc(CN2CCS(=O)(=O)N(Cc3ccc(-c4ccc(C)cc4)cc3)C(C)C2=O)nn1 (stereo not drawn)	-4	7	-10	-8	6	-2	11	8	1	-2
CCCCNC(=O)C1(C)CCCCN1C(=O)c1ccc(OC)c(C(F)(F)F)c1 (stereo not drawn)	0	4	-2	2	-6	-2	1	-10	2	-1
O=c1[nH]c(CN2CCN(S(=O)(=O)c3ccc4ccccc4c3)CC2)nc2ccccc12	-3	7	-1	-2	-2	-4	4	-6	-3	3
O=[N+]([O-])c1cccc(COc2cccc(CN3CCCC3)c2)c1	3	1	2	3	0	0	-2	0	-2	1
Cc1ccc(-n2nc3c(=O)n(C(C)C(=O)NC4CC4)nc(C)c3c2C)cc1 (stereo not drawn)	-1	-13	0	3	-2	3	13	0	-1	3
COc1cc(C(=O)NC(=S)Nc2nccs2)cc(OC)c1OC	2	-4	-6	-1	-2	8	-2	1	8	-1
Cc1sc2nc(CSC(C)C(=O)Nc3ccc(C(N)=O)cc3)[nH]c(=O)c2c1C (stereo not drawn)	-41	-9	-3	4	-12	-1	-2	-25	-3	-43
CN(C)C(=O)N1CCC(C(=O)N2CCCC(C(=O)c3ccc(C(C)(C)C)cc3)C2)CC1 (stereo not drawn)	9	-7	0	-9	7	-10	-26	5	2	2
CCN1C(=O)N(S(=O)(=O)C(F)(F)F)[C@@H](c2ccccc2)C(C(=O)OC)=C1C	2	5	-2	5	-1	-10	4	-2	2	-2
COC(=O)[C@H](Cc1ccccc1)NC(=O)[C@@H]1C[C@H]1[C@@H](NC(=O)OCc1ccccc1)c1ccccc1	7	9	-2	-17	0	-10	6	1	1	8
O=C(CSc1ccccc1F)NC(=O)c1ccc(Cl)cc1	-1	-1	4	1	-3	11	8	-6	3	0
Clc1ccccc1/C=C/c1ccnc2ccccc12	-119	4	-2	7	-21	11	-9	-47	8	-74
O=C(COC(=O)c1cccc(-n2cnnn2)c1)c1ccc(Br)cc1	0	-4	1	5	-2	1	-5	-13	5	2
CCCS(=O)(=O)N1CCCC(C(=O)NCCCN2CCN(c3cccc(Cl)c3)CC2)C1 (stereo not drawn)	4	5	3	2	2	-10	13	-15	-8	6
CCOc1ccccc1NC(=S)N1CCN(c2ccc(OC)cc2)CC1	-2	-14	4	-4	-1	-10	3	1	4	0
CCOc1ccc2[nH]c(=S)sc2c1	-3	4	3	0	-4	-2	7	-10	1	1
More entries.
SMILES	PLCb3 inh	ASAP1 inh	SIAE inh	DDE Tn6 FP inh	ADAM17 inh	TDP2 inh	ARFGAP1 inhibitor	ADAM10 inh	Tn7 DDE FP	PLC-gamma1 inh
COc1ccc(C(OC(=O)c2cccs2)C(=O)NCC2CCCO2)cc1 (stereo not drawn)	5	0	6	-5	0	-5	7	3	-1	4
COc1cccc(NC(=S)N2CCC(NC(=O)c3ccco3)CC2)c1	-5	-3	0	4	1	14	0	2	-1	-2
CC(Cc1cccs1)NC(=S)Nc1ccccc1 (stereo not drawn)	-2	-2	-1	7	-2	5	-1	-3	-1	2
Cc1ccc(S(=O)(=O)N2CCCCC2)cc1NC(=S)NC(=O)c1ccco1	-6	1	-6	-6	-3	2	-2	-2	0	3
CCCNC(=O)c1ccc(Cl)cc1Cl	-6	12	5	-4	-4	8	-2	3	-5	-3
Cc1ccc(S(=O)(=O)NC(C)CCc2ccccc2)cc1 (stereo not drawn)	3	1	5	0	9.5*	-18	0	8	3	4
COc1ccc(CCC(=O)OCC(=O)NC2CCCC2)cc1OC	4	7	0	3	-2	1	9	-6	2	-2
CCOC(=O)c1cc(S(=O)(=O)Nc2cccc(OC)c2)cn1C	-11	0	-4	-6	-4	-7	11	2	13	2
COC(=O)c1c(NC(=O)c2ccccc2F)sc2c1C(C(=O)OC)CC2 (stereo not drawn)	-15	2	-8	4	-3	2	10	2	-4	-10
CC1=C(C(=O)Nc2cccc(C(=O)NC(C)C)c2)SCCO1	-3	7	9	5	-3	15	4	-4	-2	-1
CSc1ccc(/C=C/C(=O)N2CCN(c3ccccn3)CC2)cc1	-55	11	3	6	-19	-3	0	-106	0	-30
CC(C)Oc1ccc(S(=O)(=O)N2CCOCC2)cc1NC(=O)Cc1ccsc1	-2	-13	2	-6	-1	-6	-5	-6	2	-2
Cc1ccc(-n2c(N)c(C#N)c(-c3ccc(Cl)cc3)c(C#N)c2=O)cc1	-4	8	-10	-2	-2	-2	7	6	0	-7
c1ccc(-c2ncc3c(ccc4ccccc43)n2)cc1	5	1	1	-3	-1	-3	-8	-2	5	-1
CC1=C(C(=O)OC(C)C)C(c2coc3ccccc3c2=O)C2=C(CCCC2=O)N1 (stereo not drawn)	-27	-7	4	-2	-6	-6	12	-8	-6	-22
Cc1nc(C)n(CC(O)COc2ccc3c(c2)CCC3)n1 (stereo not drawn)	-3	11	-4	2	-4	-10	-4	-2	3	-2
O=C(O)c1ccccc1-c1c2cc(I)c(=O)c(I)c-2oc2c(I)c(O)c(I)cc12	-273	-22&-20	-292	+	-8&-4	28*	-57&-45	-14&-2	-98&-101	-193&-146
CC1CCCN(C(=O)COC(=O)COc2ccc(Cl)cc2)C1 (stereo not drawn)	3	-6	1	6	-2	-6	8	-7	2	0
CC(NC(=O)CN1CCc2ccccc21)c1ccccc1 (stereo not drawn)	-2	-6	-2	-7	-6	6	-5	-6	5	-3
Nc1c(N(CCO)C(=O)c2ccccc2OCc2ccccc2Cl)c(=O)[nH]c(=O)n1Cc1ccccc1	-3	3	6	0	-8	4	-5	-17	0	5
COc1cc(Nc2cccc[n+]2C)cc(OC)c1OC	-6	-2	6	-5	-5	-11	2	5	1	2
COc1cc2c(c(OC)c1OC)-c1ccc(NCc3ccccc3)c(=O)cc1C(NC(C)=O)CC2 (stereo not drawn)	-90	-3	8	-1	-8	3	-9	-28	15*	-66
C=CCOc1ccccc1CN1CCC(C(=O)Nc2cccc(-c3ccn[nH]3)c2)CC1	-2	5	6	-1	-1	5	-10	0	-4	3
O=C(Nc1ccccc1C(F)(F)F)c1ccc(F)c(S(=O)(=O)N2CCOCC2)c1	4	2	6	3	4	-15	4	22*	-1	13*
O=C(CSc1nncs1)NC(=O)NCc1ccccc1	1	-11	-5	2	-3	5	13	-10	-7	2
COc1cccc(NC(=O)C2CCCN(S(=O)(=O)c3cccc4cccnc34)C2)c1 (stereo not drawn)	-2	9	-5	2	1	1	12	-16	1	4

Ordered by formula weight (high to low): part of the list above
SMILES	PLCb3 inh	ASAP1 inh	SIAE inh	DDE Tn6 FP inh	ADAM17 inh	TDP2 inh	ARFGAP1 inhibitor	ADAM10 inh	Tn7 DDE FP	PLC-gamma1 inh
CC(C)Oc1ccc(S(=O)(=O)N2CCOCC2)cc1NC(=O)Cc1ccsc1	-2	-13	2	-6	-1	-6	-5	-6	2	-2
C=CCOc1ccccc1CN1CCC(C(=O)Nc2cccc(-c3ccn[nH]3)c2)CC1	-2	5	6	-1	-1	5	-10	0	-4	3
Cc1ccc(S(=O)(=O)N2CCCCC2)cc1NC(=S)NC(=O)c1ccco1	-6	1	-6	-6	-3	2	-2	-2	0	3
Cc1ccc(-n2c(N)c(C#N)c(-c3ccc(Cl)cc3)c(C#N)c2=O)cc1	-4	8	-10	-2	-2	-2	7	6	0	-7
COc1cccc(NC(=S)N2CCC(NC(=O)c3ccco3)CC2)c1	-5	-3	0	4	1	14	0	2	-1	-2
CSc1ccc(/C=C/C(=O)N2CCN(c3ccccn3)CC2)cc1	-55	11	3	6	-19	-3	0	-106	0	-30
CCOC(=O)c1cc(S(=O)(=O)Nc2cccc(OC)c2)cn1C	-11	0	-4	-6	-4	-7	11	2	13	2
CC1=C(C(=O)Nc2cccc(C(=O)NC(C)C)c2)SCCO1	-3	7	9	5	-3	15	4	-4	-2	-1
O=C(CSc1nncs1)NC(=O)NCc1ccccc1	1	-11	-5	2	-3	5	13	-10	-7	2
Cc1ccc(S(=O)(=O)NC(C)CCc2ccccc2)cc1 (stereo not drawn)	3	1	5	0	9.5*	-18	0	8	3	4
Cc1nc(C)n(CC(O)COc2ccc3c(c2)CCC3)n1 (stereo not drawn)	-3	11	-4	2	-4	-10	-4	-2	3	-2
CC(NC(=O)CN1CCc2ccccc21)c1ccccc1 (stereo not drawn)	-2	-6	-2	-7	-6	6	-5	-6	5	-3

Bioassay records from PubChem.

This is a random part of the collection; 3.6% or so of the library scored in one or more.
